ALOX15 inhib = 15-hLO (ALOX15) enzyme inhibition. purified 15hLO-1, xylenol orange hydroperoxide absorbance. 1.4% of 74,000 active. P16050. Potency, µM (doses to about 57.1 µM), inactives show top-dose activity change, negative = inhibition, actives largely listed as inhibitors; note: potency is the fitted concentration of half-maximal effect; % is set by controls: 0 for no effect and ±100 for the full control effect; nearly all actives have a fitted effect of over 55% in size
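Compounds were preincubated 15 min at room temperature with 40 nM purified human enzyme (25 mM Hepes pH 7.5, 0.01% Triton X-100); 50 uM arachidonic acid reacted 6 min. Fe-xylenol orange detection, 30 min, absorbance ratio 573/405 nm.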
HADH2 inhib = inhibitors of human HADH2 dehydrogenase; recombinant HADH2, NADH fluorescence, beta-hydroxybutyryl-CoA; Potency, µM (doses to about 57.1 µM), inactives show top-dose activity change, negative = inhibition, usual class: inhibitors; 3.4% of 73,000 active; AID 886; note: potency is the fitted concentration of half-maximal effect; % is set by controls: 0 for no effect and ±100 for the full control effect; nearly all actives have a fitted effect of over 60% in size; many of its hits are not listed in these tables
Target sequence (Q99714 whole entry, looked up, one chain of several): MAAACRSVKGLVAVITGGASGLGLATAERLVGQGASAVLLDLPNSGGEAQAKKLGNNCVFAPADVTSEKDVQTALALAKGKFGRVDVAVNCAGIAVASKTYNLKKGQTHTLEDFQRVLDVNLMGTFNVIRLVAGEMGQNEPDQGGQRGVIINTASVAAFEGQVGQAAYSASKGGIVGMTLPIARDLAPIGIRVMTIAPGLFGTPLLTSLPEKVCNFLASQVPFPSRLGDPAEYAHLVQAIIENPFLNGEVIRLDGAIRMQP
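20 nM HADH2 + cpd, 15 min RT; add 1 mM NAD+/90 uM beta-hydroxybutyryl-CoA; kinetic fluorescence 360/450 nm, 4 min. Tris-HCl pH 9.0, 0.01% Tween-20.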
Pol III holo inh = DNA polymerase III holoenzyme inhibition; reconstituted DNA polymerase III holoenzyme replication, biochemical; Potency, µM (series often up to 57.1 µM), without a hit: at the top dose activity change, negative = inhibition; 0.25% of 71,000 active; AID 603; note: potency is the fitted concentration of half-maximal effect; % is set by controls: 0 for no effect and ±100 for the full control effect
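Reconstituted *E. coli* holoenzyme (0.35 nM Pol III, 1 nM beta, 154 nM SSB, 2 nM primase) was preincubated with compound for 15 min at RT. Synthesis on 1.4 nM ssM13Gori ran 35 min, then was stopped with PicoGreen/EDTA and read as dsDNA fluorescence.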
UbGFP stabilizer = inhibits proteasome, raising ubiquitin-GFP reporter fluorescence; 67,000 tested, under 10 active; AID 526; Potency, µM (top dose mostly 45.9 µM), for the others: at the top dose activation (GFP accumulation), hits mostly activators; Ubiquitin-GFP reporter cells, proteasome inhibition, GFP fluorescence; response scale: untreated = 0%, 10 µM MG-132 = 100%; active = well fitted activation curve with a large enough effect, not every such curve was filed as active; inconclusive = small, poorly fitted or top-dose-only effect, or another doubt; inactive = no such curve, though single readings can be large or run the other way; note: potency is the fitted concentration of half-maximal effect
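U2OS cells stably expressing ubiquitin(G76V)-GFP, seeded overnight in 0.5% FBS medium, were exposed to compounds (qHTS, 46 uM to 2.9 nM) for 4 hr at 37 °C. GFP-positive cells were counted by laser cytometry (488 ex/515 em), normalized between basal and 10 uM MG-132.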
ERK AVP inh = vasopressin-driven ERK pathway inhibition. HEK293-V1b, vasopressin-stimulated pERK AlphaScreen. Potency, µM (series often up to 57.5 µM), for the others: at the highest dose activity, negative = inhibition, hits mostly inhibitors. 0.99% of 72,000 active; note: potency is the fitted concentration of half-maximal effect; % is set by controls: 0 for no effect and ±100 for the full control effect; nearly all actives have a fitted effect of over 55% in size
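Phosphorylated ERK1/2 detected via AlphaScreen bead proximity in lysates of V1b-expressing HEK293 cells given 25 nM vasopressin for 5 min after 30 min compound exposure (37 °C). AC50 from Hill equation; basal DMSO 0%, vasopressin 100%.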
Tau fil binding = binds recombinant human tau filaments. AID 596. 2% of 71,000 active. Potency, µM (highest dose often 57.1 µM), for inactives: at the top dose activity change, negative = inhibition. recombinant tau filaments, thioflavin S fluorescence, 15 h; filaments grown with octadecylsulfate alongside compound. P10636;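 note: potency is the fitted concentration of half-maximal effect; % is set by controls: 0 for no effect and ±100 for the full control effect; actives lower thioflavin S fluorescence by blocking filaments or displacing dye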
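ThS-based fibril read: tau 1 uM final, inducer ODS 30 uM final, 37 C for 15 h, ex 450/em 510 nm.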
Epigenetic mod = epigenetic GFP locus derepression in mouse cells; mouse C127i GFP locus derepression, cytometry, 30 h; Potency, µM (series often up to 46.1 µM), without a hit: at the highest dose GFP derepression (activation); 0.09% of 68,000 active; AID 597; note: % of control where 0% means no effect
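Read-out is the number of GFP-positive cells, scored as fluorescent objects 20 to 120 um wide, reflecting derepression of a silenced CMV-GFP reporter in murine C127i cells after 30 h compound exposure at 37 C.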
CRE-bla Fsk = CRE-bla signaling modulation under forskolin stimulation; CHO CRE-bla reporter (cAMP response element driving beta-lactamase), forskolin EC10, beta-lactamase ratio; Potency, µM (top dose mostly 38.2 µM), for the others: at the top dose activity change, negative = inhibition, most hits filed as activators; 2.5% of 71,000 active; AID 662; active = well fitted activation curve with a large enough effect in the signal ratio, with a control signal flat, not every such curve was filed as active; inconclusive = small, poorly fitted or top-dose-only effect, or effect the other way, or a change in a side signal; the % refers to the signal ratio; note: potency is the fitted concentration of half-maximal effect; % of control where 0% means no effect
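CRE-bla CHO reporter cells treated with compound titration plus EC10 NKH 477 (water-soluble forskolin), incubated 3 h at 37 °C; CCF4 loading 2 h at room temperature, 460/530 nm emission ratio read, AC50 values derived for positive or negative modulators.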
HBB splicing = alters splicing of the hemoglobin beta chain; AID 925; 0.06% of 65,000 active; Potency, µM (highest dose often 46.1 µM), for the others: at the highest dose activation, most hits filed as activators; HBB splicing reporter cell assay, activation; EGFP reporter with mutant IVS2-654 intron; response scale: normalised to 500 nM splice-correcting PNA; note: potency is the fitted concentration of half-maximal effect; 0% is about no effect
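Compounds were applied for 2 days to HeLa EGFP-654 cells, 500/well in Optimem with 2% FCS. The reporter's EGFP is disrupted by mis-splicing of beta-globin intron IVS2-654. Readout: summed well GFP fluorescence from 488 nm laser scanning; reference was 500 nM antisense […] 654 PNA.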
FLuc inh = inhibitors of firefly luciferase. P08659. purified firefly luciferase, luminescence, 8 min. Potency, µM (series often up to 57.1 µM), for inactives: top-dose activity change, negative = inhibition, hits mostly inhibitors. 2.2% of 72,000 active; note: potency is the fitted concentration of half-maximal effect; % is set by controls: 0 for no effect and ±100 for the full control effect; nearly all actives have a fitted effect of over 40% in size
Target sequence (P08659 whole entry, looked up): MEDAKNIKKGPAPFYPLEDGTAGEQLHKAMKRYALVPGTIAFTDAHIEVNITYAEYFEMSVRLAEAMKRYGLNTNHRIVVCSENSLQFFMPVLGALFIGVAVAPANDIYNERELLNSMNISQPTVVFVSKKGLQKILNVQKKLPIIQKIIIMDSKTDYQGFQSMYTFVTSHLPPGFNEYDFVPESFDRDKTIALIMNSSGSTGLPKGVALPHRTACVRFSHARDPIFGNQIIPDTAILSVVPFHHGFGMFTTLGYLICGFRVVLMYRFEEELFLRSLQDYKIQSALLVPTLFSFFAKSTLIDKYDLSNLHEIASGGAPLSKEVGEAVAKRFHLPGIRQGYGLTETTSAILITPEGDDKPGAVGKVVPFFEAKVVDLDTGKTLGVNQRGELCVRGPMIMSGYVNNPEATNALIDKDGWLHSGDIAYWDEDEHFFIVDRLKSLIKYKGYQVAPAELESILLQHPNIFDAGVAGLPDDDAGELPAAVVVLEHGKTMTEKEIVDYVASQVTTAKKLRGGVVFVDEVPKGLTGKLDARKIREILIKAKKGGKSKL
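Here, luciferase activity is measured as luminescence following an 8 min room-temperature reaction at 10 uM ATP, pH 7.2. Every library sample is titrated.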
Hsp90 Hop PPI = changes Hsp90-Hop TPR2A binding signal, up or down; AlphaScreen TPR2A-His6 binding biotin-Hsp90 C-terminal peptide; Potency, µM (top dose mostly 57 µM), inactives show at the top dose activity change, negative = inhibition; 0.44% of 71,000 active; AID 595; active = well fitted curve in either direction with a large enough effect; inconclusive = small, poorly fitted or top-dose-only effect, or another doubt; note: potency is the fitted concentration of half-maximal effect; % is set by controls: 0 for no effect and ±100 for the full control effect; many of its hits are not listed in these tables
An asterisk follows results filed as active; ? = inconclusive; / = not tested or not shown; & = joins results of further samples; [ ] = another dose, or the depositor's remark. Unless noted, calls come from the whole dose curve; as a rule, active = well fitted curve in the direction sought with a large enough effect; inconclusive = small, poorly fitted or top-dose-only effect, or another doubt; inactive = no such curve, though single readings can be large; an effect the other way counts as inactive or inconclusive. Some of the compounds tested, so the mix of outcomes need not match the whole.

SMILES	ALOX15 inhib	HADH2 inhib	Pol III holo inh	UbGFP stabilizer	ERK AVP inh	Tau fil binding	Epigenetic mod	CRE-bla Fsk	HBB splicing	FLuc inh	Hsp90 Hop PPI
CNC(C(=O)c1ccccc1)C(OC)c1ccccc1 (stereo not given)	-3%	5%	-3%	0%	7%	-16%	4%	4%	1.7%[57.5 µM]	2%	1%
CC(=O)c1c(C)n(CC2CCCO2)c2ccc(O)cc12 (stereo not given)	11%	-14%	-8%	-2%	-19%	1%	0%	-8%	0.6%	2%	1%
Cc1ccc(S(=O)(=O)NCC2CCC(C(=O)N3CCC4(CC3)OCCO4)CC2)cc1 (stereo not given)	2%	5%	-1%	-3%	19%	1%	5%	-13%	1.0%	0%	-2%
Cc1[nH]c2ccccc2c1C1=CCNCC1	-30%	-16%	-6%	3%	-13%	-26%	-3%	?	4.4%	4%	-20%
Cc1[nH]c2ccccc2c1/C=N/O	-3%	-10%	-2%	14%	3%	-7%	-2%	?	4.0%[1.84 µM]	3%	-1%
Cc1noc(C)c1C(=O)N1CCC2(CC1)OCCO2	4%	4%	3%	6%	-12%	13%	-3%	6%	-1.0%	0%	-2%
Cc1ccc(OCC(=O)N2CCN(C)CC2)c(Br)c1	11%	6%	2%	-2%	-21%	2%	5%	?	3.0%	0%	-4%
CC1=C(O)C(=O)[C@H]2O[C@@H]2C1=O	-7%[25.6 µM]	?	-8%	-5%	47%[activator]	?	0%	?	/	0%	-17%
C=Cn1ccnc1P(=S)(c1nccn1C=C)C1CCCCC1	2%	-7%	5%	2%	24%	4%	3%	-13%	-0.2%[57.5 µM]	0%	-3%
C[C@H](N)[C@@H](O)c1ccccc1	5%[25.6 µM]	-1%[25.6 µM]	-2%[25.6 µM]	-6%[20.5 µM]	-2%[25.7 µM]	-21%[25.6 µM]	-4%[20.6 µM]	-5%[17.1 µM]	0.1%[20.6 µM]	-1%[25.5 µM]	2%[26 µM]
C[C@@H]1Cc2cc3c(cc2C(c2ccc(N)cc2)=NN1)OCO3	?	?	-3%	-4%	?	40µM*	0%	9%	0.6%	-4%	-13%
O=C(Oc1ccccc1)c1ccccc1O	?	26%	1%	/	-2%	8%	/	-14%	0.3%	/	3%
O=C(c1csnn1)N1CCC2(CC1)CN(Cc1ccncc1)C2	-4%	-23%	9%	0%	-5%	1%	14%[9.22 µM]	-3%	2.9%	2%[11.4 µM]	2%
CCOC(=O)c1ccc(N2C(=O)CC(N3CC=C(c4ccc(F)cc4)CC3)C2=O)cc1 (stereo not given)	?	2%	-3%	3%	-28%	-22%	2%	?	0.2%	-1%	-8%
COc1ccc(C2C(C(=O)N3CCC4(CC3)OCCO4)c3cc(OC)c(OC)cc3C(=O)N2C)cc1 (stereo not given)	?	3%	2%	-9%	23%	-2%	2%	1%	0.2%	1%	1%
CN(Cc1ccccc1)Cc1ccccc1OC(=O)N(C)C	10%	1%	-4%	1%	-2%	13%	-6%	10%	0.2%[57.5 µM]	1%	-1%
Cc1cccn2c(=O)c3cc(C(=O)N4CCC5(CC4)OCCO5)n(C)c3nc12	-5%	20µM*	0%	-9%	21%	-22%	3%	?	1.8%	1%	4%
Cc1nc2nc(C)c(CCC(=O)N3CCC4(CC3)OCCO4)c(C)n2n1	21%	2%	2%	-12%	8%	8%	6%	?	1.6%	1%	-4%
CCOP1(=S)Oc2cc3c(cc2C(C(=O)OC)(C(F)(F)F)O1)OCO3 (stereo not given)	-25%	?	2%	9%	-8%	-5%	0%	-5%	-0.1%	2%	-5%
COC1(CS(=O)c2ccccc2)CCN(CCc2c[nH]c3ccc(F)cc23)CC1 (stereo not given)	-6%[25.6 µM]	7%	-6%	-4%	9%	?	-1%	-23%	/	1%	-6%
COc1cc(CN2CCN(c3cc(C)ccc3C)CC2)ccc1O	-10%	0%	-1%	6%	-4%	-7%	8%	-1%	0.0%	3%	-4%
CCC(C)N1C(=O)NC(=O)C2(Cc3c(ccc4ccccc34)N(C)C2)C1=O (stereo not given)	1%	-5%	0%	3%	-6%	8%	1%	?	-0.9%	-3%	-2%
Nc1nc2ccc(Cl)cc2c2nc(-c3ccco3)nn12	18%	7%&-1%	-4%&-3%	0%&1%	?	21%&-16%	0%&1%	0.2µM*	0.2%	-2%&-2%	?
CN1C2CCC1CC(OC(=O)CCN1CCCC1)C2 (stereo not given)	15%	4%	-10%	0%	-13%	-11%	2%	?	-0.1%	-3%	-5%
Clc1ccc2ccccc2c1	9%	-10%	4%	/	-25%	4%	/	4%	-1.8%	/	-3%

Look-ups from above.
CCC(C)N1C(=O)NC(=O)C2(Cc3c(ccc4ccccc34)N(C)C2)C1=O (stereo not given) | Epigenetic mod: 1%
C[C@@H]1Cc2cc3c(cc2C(c2ccc(N)cc2)=NN1)OCO3 | CRE-bla Fsk: 9%

Going on with the list.
SMILES	ALOX15 inhib	HADH2 inhib	Pol III holo inh	UbGFP stabilizer	ERK AVP inh	Tau fil binding	Epigenetic mod	CRE-bla Fsk	HBB splicing	FLuc inh	Hsp90 Hop PPI
Nc1cccc(C(F)(F)F)c1	-6%	0%	-6%	/	21%	88%	/	-2%	0.2%	/	-5%
CCCCn1c(O)c(C(CC)=Nc2cccc(C(=O)O)c2)c(=O)[nH]c1=O	4%	?	-1%	4%	-5%	-8%	0%	-7%	-0.3%[0.369 µM]	2%	-3%
CC(C)[C@@]1(NC(=O)[C@@H]2C[C@H]3c4cccc5[nH]cc(c45)C[C@@H]3N(C)C2)O[C@@]2(O)[C@H]3CCCN3C(=O)[C@@H](Cc3ccccc3)N2C1=O	/	0%	18%	-3%	/	226%	5%[9.22 µM]	-26%	/	2%[11.4 µM]	-8%
CN(C)C(=O)Oc1ccc(OC(=O)c2ccccc2)cc1	8%	-11%	0%	8%	5%	4%	0%	-7%	-1.4%	16µM*	-4%
CC(=O)NCCc1c[nH]c2ccccc12	-6%	11%&7%	-2%&-7%	-1%&1%	13%	-28%&0%	3%&-2%	-15%&-2%	-1.1%	-6%&-2%	-5%&0%
O=C(O)C(Cl)(Cl)Br	-4%	-4%	-2%	/	-11%	8%	/	-5%	0.5%	/	-3%
Cn1c(O)c(C=NC2C(=O)C3(C)CCC2C3(C)C)c(=O)n(C)c1=O (stereo not given)	2%	-3%	-3%	10%	-16%	12%	3%	-6%	5.6%	4%	-4%

Just HADH2 inhib, UbGFP stabilizer and CRE-bla Fsk (4 entries from above):
Compound,HADH2 inhib,UbGFP stabilizer,CRE-bla Fsk
CCCCn1c(O)c(C(CC)=Nc2cccc(C(=O)O)c2)c(=O)[nH]c1=O,?,4%,-7%
Nc1cccc(C(F)(F)F)c1,0%,/,-2%
CN(C)C(=O)Oc1ccc(OC(=O)c2ccccc2)cc1,-11%,8%,-7%
O=C(O)C(Cl)(Cl)Br,-4%,/,-5%

Source: PubChem (National Center for Advancing Translational Sciences (NCATS))
